Screening data from PubChem BioAssay.
STAT1 blocker = STAT1 signaling inhibitors, primary screen, cell-based, HTS, luciferase reporter | hit rate 0.35% among 200,000 | inhibition, % at 5.5 µM | NIH 3T3 STAT1-luciferase reporter, IFN-gamma, luminescence;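 active = inhibition above a set limit, the mean inhibition across all tested compounds plus 3 SD, cut at about 34% in these data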;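 also: 0% = IFN-gamma with DMSO and 100% = IFN-gamma with 300 µM nifuroxazide; values of inactives mirror those of a sister screen read the other way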
STAT1 activator = STAT1 signaling activators, primary screen, cell-based, HTS, luciferase reporter; activation (% of control), % at 5.5 µM; NIH 3T3 STAT1-luciferase reporter, IFN-gamma, luminescence; 100% = IFN-gamma alone, no compound; hit rate 2.6% among 200,000; AID 932, 2007;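 active = activation above the screen-wide mean activation plus 3 SD, cut at about 130% in these data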;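 also: raw ratio to IFN-gamma control signal so 100% means no change and 0% no light; values of inactives mirror those of a sister screen read the other way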
Hsp70 act = Hsp70 transcriptional activators, primary screen, cell-based, HeLa, Hsp70 promoter luciferase, luminescence, 10 µM; activation, % at 10 µM; HeLa Hsp70 promoter luciferase reporter; scaled: vehicle 0, proteasome-inhibitor control 100%; hit rate 0.04% among 200,000;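 active = activation above the mean across all tested compounds plus 3 SD, cutoff set per campaign, cut at about 5.5% in these data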;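 also: 100% = MG132 at 30 µM as the positive control and 0% = DMSO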
DTT redox prof = compounds producing H2O2 with reducing agent – biochemical, NIH compound library profiling, artefact control for MLSCN library redox annotation, primary screen. DTT-dependent redox cycling H2O2, phenol red/HRP absorbance; 100% = 100 µM peroxide control, 0% = buffer. activation, % at 10 µM. hit rate 0.03% among 200,000. AID 878, 2007;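 active = activation of at least 50% relative to the plate's high and low controls in the primary single-dose screen; inactive = activation below 50%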;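 also: compound incubated with DTT at 0.8 mM final as the reducing agent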
STAT3 inh = IL-6 driven STAT3 reporter inhibitors, primary screen, U3A cells, luciferase, luminescence, MLSCN library; IL-6 STAT3-luciferase reporter; host cell line lacks STAT1; inhibition, % at 5.5 µM; hit rate 0.89% among 190,000; AID 862, 2007;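 active = inhibition above the mean inhibition across all screened compounds plus 3 SD, cut at about 44% in these data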;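 also: 0% = DMSO only wells and 100% = 100 µM nifuroxazide control wells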
TLR4-MyD88 BLA = inhibitors of TLR4-MyD88 association in cells, primary screen, cell-based, HeLa CL3-4, BLA complementation, FRET ratio; Toll-like receptor 4 (Homo sapiens) + Myeloid differentiation primary response protein …; AID 861, 2007; inhibition, % at 8.4 µM; HeLa CL3-4 TLR4/MyD88 BLA complementation; hit rate 0.18% among 200,000; in the data active = inhibition above about 25%;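 also: 0% = vehicle and 100% = reference inhibitor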
Target sequence (O00206 whole entry, looked up): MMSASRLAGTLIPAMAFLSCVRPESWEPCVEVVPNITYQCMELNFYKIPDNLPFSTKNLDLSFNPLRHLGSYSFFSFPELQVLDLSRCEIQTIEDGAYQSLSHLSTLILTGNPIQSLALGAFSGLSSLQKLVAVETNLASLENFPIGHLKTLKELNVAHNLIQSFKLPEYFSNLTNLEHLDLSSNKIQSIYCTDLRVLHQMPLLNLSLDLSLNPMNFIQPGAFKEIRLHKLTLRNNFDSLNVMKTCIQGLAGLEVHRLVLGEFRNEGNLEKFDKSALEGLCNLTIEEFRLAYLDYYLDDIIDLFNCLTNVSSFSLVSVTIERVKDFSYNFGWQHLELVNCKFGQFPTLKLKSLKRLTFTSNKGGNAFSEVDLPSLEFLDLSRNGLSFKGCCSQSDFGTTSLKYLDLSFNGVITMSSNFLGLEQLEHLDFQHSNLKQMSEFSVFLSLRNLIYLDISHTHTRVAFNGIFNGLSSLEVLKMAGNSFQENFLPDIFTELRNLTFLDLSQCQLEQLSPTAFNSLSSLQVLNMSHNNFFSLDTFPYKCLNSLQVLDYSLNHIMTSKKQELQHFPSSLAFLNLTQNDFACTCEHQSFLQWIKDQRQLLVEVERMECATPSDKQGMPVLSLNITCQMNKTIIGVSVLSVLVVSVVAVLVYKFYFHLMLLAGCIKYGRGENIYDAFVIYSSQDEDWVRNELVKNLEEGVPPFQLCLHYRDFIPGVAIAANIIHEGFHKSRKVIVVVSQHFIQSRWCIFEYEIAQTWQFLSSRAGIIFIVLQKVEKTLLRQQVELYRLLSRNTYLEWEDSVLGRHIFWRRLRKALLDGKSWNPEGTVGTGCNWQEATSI
Target sequence (Q99836 whole entry, looked up): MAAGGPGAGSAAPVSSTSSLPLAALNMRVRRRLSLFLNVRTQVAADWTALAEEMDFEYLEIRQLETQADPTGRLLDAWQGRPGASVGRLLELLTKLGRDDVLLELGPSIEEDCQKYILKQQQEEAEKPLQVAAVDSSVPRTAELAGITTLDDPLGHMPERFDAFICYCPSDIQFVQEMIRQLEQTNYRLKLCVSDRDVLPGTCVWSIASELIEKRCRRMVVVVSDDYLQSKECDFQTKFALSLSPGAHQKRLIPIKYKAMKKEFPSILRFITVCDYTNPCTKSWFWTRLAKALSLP
NF-kB neuron act = activators of NF-kB expression in neurons, primary screen, cell-based, HTS | human neuronal cells, NF-kB reporter expression; stronger effect = higher value | fold change at 12.5 µM | hit rate 1.6% among 190,000 | AID 1239, 2008; in the data active = fold change above about 3.3
Efa HMGR inh = inhibitors of E. faecalis class II HMGR, primary screen, biochemical, Enterococcus faecalis. inhibition, % at 10 µM. hit rate 0.41% among 190,000. purified E. faecalis HMGR, NADPH absorbance 340 nm kinetic;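 active = inhibition above a set limit, the median over all tested compounds plus 3 SD, cut at about 9.5% in these data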;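 also: enzyme runs in reverse so mevalonate oxidation gives rising NADPH absorbance; 0% = complete reaction with DMSO and 100% = background rate lacking mevalonate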
APP 5'UTR act = activators of APP 5'UTR luciferase reporter, primary screen, SH-SY5Y cells; SH-SY5Y APP 5'UTR luciferase reporter, luminescence; zero percent = DMSO vehicle wells; activation, % at 2 µM; hit rate 1% among 190,000; AID 1276, 2008;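 active = activation above a set limit, based on mean plus 3 SD of controls, cut at about 140% in these data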; also: values of inactives mirror those of a sister screen read the other way
STAT3 activator = IL-6 driven STAT3 reporter potentiators, primary screen, U3A cells, luciferase, luminescence, MLSCN library; IL-6 STAT3-luciferase reporter; 100% = signal with IL-6 EC80 alone; activation (% of control), % at 5.6 µM; hit rate 0.91% among 190,000;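 active = activation above the screen-wide mean of compound activation plus 3 SD, cut at about 130% in these data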;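 also: 0% = background luminescence of wells with medium and substrate only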
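Assay system – human STAT1-deficient U3A cells with stable STAT3-luciferase reporter · Also added – IL-6 (33 ng/mL) · Schedule – compound 1 h, then IL-6 6 h at 37 °C · Technique – reporter luminescence signal · Evaluation – % activation versus median of IL-6-stimulated wells · Benchmarks – IL-6-only wells as 100% reference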
* hit, by the source's call; x = not tested or not shown.

SMILES | STAT1 blocker | STAT1 activator | Hsp70 act | DTT redox prof | STAT3 inh | TLR4-MyD88 BLA | NF-kB neuron act | Efa HMGR inh | APP 5'UTR act | STAT3 activator
CCc1ccc(-c2cc(C(=O)NCCCn3ccnc3)c3ccccc3n2)s1 | -3 | 103 | -0.3 | 0.6 | 2 | 1 | 1 | -4 | 11 | 103
COc1ccc(NC(=O)c2c(-c3ccccc3)noc2C)c(OC)c1 | 0 | 100 | -0.4 | 0.4 | 5 | 1 | 1.1 | -4 | -15 | 97
CN=c1sc(C(=O)Nc2cccc(Cl)c2)cc(=O)n1C | 8 | 93 | -0.3 | -0.4 | 3 | -3 | 1.1 | -8 | -1 | 103
Cn1c(N)c(C(=O)COC(=O)c2cccc(S(=O)(=O)N3CCCCC3)c2)c(=O)n(C)c1=O | -2 | 102 | -0.3 | 0.3 | 1 | 12 | 0.88 | 4 | -8 | 101
Cc1cc(N2C(=O)C3C4C=CC(C4)C3C2=O)no1 (configuration not stated) | -7 | 106 | -0.2 | 2.7 | -4 | -5 | 1.2 | -12 | 6 | 107
CCOC(=O)C1CCN(C(=O)N(C)C)CC1 | 0 | 100 | -0.3 | 3.3 | 11 | -4 | 0.96 | 2 | -7 | 95
COc1ccc2[nH]c(C)c(CCN3C(=O)OC(C)(C)C3(C)O)c2c1 (configuration not stated) | -4 | 103 | 0.2 | -0.6 | 1 | -3 | 1 | -1 | -10 | 104
Cc1ccccc1Oc1ncnc2oc(-c3ccccc3)cc12 | -1 | 100 | -0.3 | -7.7 | 22 | 4 | 1.3 | -3 | 22 | 87
CCc1cc(C)cc(OCCNC(=O)c2ncn[nH]2)c1 | -3 | 103 | -0.2 | -0.1 | 1 | 8 | 1.1 | 0 | 6 | 102
Nc1sccc1C(=O)c1ccc(Cl)cc1 | 7 | 94 | -0.2 | -3.1 | 3 | 0 | 1.4 | -5 | 13 | 97
Fc1ccccc1/C=N/Nc1nc(N2CCCCC2)nc(N2CCCCC2)n1 | -4 | 103 | -0.1 | -0.8 | 4 | -5 | 0.99 | 0 | -15 | 101
COc1ccc(Nc2nc(N)nc(CSc3nncn3C)n2)cc1 | -11 | 110 | -0.2 | 1.2 | -2 | -6 | 1.8 | 1 | 29 | 104
COCCNC(=O)C1CC(c2cccc(OC)c2)=NO1 (configuration not stated) | 10 | 91 | 0.3 | 2.0 | 0 | 5 | 1.1 | -4 | 3 | 104
CCn1c(CCNC(=O)c2ccc(Cl)cc2Cl)n[nH]c1=S | -9 | 108 | -0.3 | -3.3 | 6 | -15 | 1 | 0 | 10 | 99
CCOC(=O)NC(=O)/C(C=Nc1ccc(Cl)c(Cl)c1Cl)=C(\C)O | -1 | 101 | -0.2 | -0.4 | -10 | 14 | 1.2 | 0 | -3 | 107
O=C(NCc1ccncc1)Nc1ccccc1Cl | -12 | 109 | -0.1 | -1.0 | 12 | 2 | 1 | 0 | 18 | 94
COc1ccccc1-n1c(CNC(=O)c2ccc(S(=O)(=O)N3CCOCC3)cc2)n[nH]c1=S | -3 | 103 | -0.3 | -0.1 | -12 | -3 | 1.1 | -1 | 2 | 109
COc1ccc(C(=O)NCCC(C)C)cc1S(=O)(=O)N1CCOCC1 | -7 | 106 | -0.6 | 2.0 | -2 | 2 | 1.1 | -3 | -1 | 107
COCC(C)NC(C(=O)Nc1ccc(Cl)c([N+](=O)[O-])c1)c1ccccc1 (configuration not stated) | 4 | 97 | -0.4 | 0.3 | 8 | 17 | 1 | 2 | 1 | 95
O=C(NCCN1CCOCC1)c1cc2cc(Cl)cc(Cl)c2oc1=O | 1 | 99 | -0.4 | 0.3 | -4 | -17 | x | x | -2 | 106
CCOCCCNC(=O)C1CCCN1C(=O)NC1CCCCC1 (configuration not stated) | 11 | 90 | -0.1 | -4.0 | 10 | 12 | 1.3 | 4 | 0 | 95
CC(C)c1ccc(O)c(NC(=O)c2cncc(Br)c2)c1 | -2 | 102 | 0.1 | -0.8 | 22 | 3 | 1.5 | -2 | 23 | 85
CCC(=O)Nc1ccccc1C(=O)OCC(=O)Nc1ccc(S(N)(=O)=O)cc1 | 1 | 105 | -0.2 | -0.5 | 0 | -3 | 1.2 | 2 | -19 | 103
Cc1ccc2nc(NC(=O)Cc3cccs3)sc2c1 | -58 | 154* | -0.2 | 0.2 | 25 | -3 | 3.7* | -3 | 94 | 84
COc1cccc(NC(=O)Nc2ccc3c(c2)N(C)C(=O)CS3)c1 | -12 | 111 | 0.6 | 0.3 | 15 | 16 | 0.6 | -6 | 10 | 91
Cc1cc2c(ncn2C)c(NS(=O)(=O)c2ccc(Cl)cc2)c1C | -2 | 101 | -0.6 | -0.9 | 16 | 4 | 1.3 | -2 | -2 | 89
CCOC(=O)N(Cc1ccccc1)C(C(=O)O)C(C(=O)O)N(Cc1ccccc1)C(=O)OCC (configuration not stated) | 13 | 88 | 1.0 | 2.9 | -3 | -7 | 1.1 | -5 | 2 | 108
CCOC(=O)c1nnn(-c2ccccc2)c1C | -9 | 109 | 0.4 | 1.8 | -6 | 2 | 1.4 | -6 | 15 | 105
NC(=O)COC(=O)c1sc2ccccc2c1Cl | 1 | 98 | -0.3 | -1.6 | 3 | 3 | 0.99 | 1 | 0 | 101
Cc1nn(-c2ccccc2)c(Cl)c1/C=N/NC(=O)CNC(=O)c1ccccc1Cl | -10 | 109 | -0.3 | 0.3 | 1 | 2 | 1.2 | 3 | 8 | 104
COc1ccc(-c2ccc(C(c3c(C)[nH][nH]c3=O)c3c(C)[nH][nH]c3=O)o2)c([N+](=O)[O-])c1 | 9 | 89 | 0.3 | -2.0 | -1 | -6 | 1.1 | 2 | 22 | 107
COc1ccc(CN(C(=O)Cc2c[nH]c3ccccc23)C(C(=O)NC2CCCCC2)c2ccc(C)o2)cc1 (configuration not stated) | -7 | 105 | -0.1 | -0.8 | -12 | 8 | 0.39 | -4 | 11 | 121
CC(C)c1ccc(CN(C)CC(O)c2ccccc2)cc1 (configuration not stated) | -3 | 101 | 0.2 | -0.9 | -4 | 10 | 1.1 | 3 | 32 | 106
CCCC(=O)Nc1ccc2oc(-c3cccnc3)nc2c1 | -17 | 116 | 0.3 | 3.2 | 15 | 2 | 1.4 | 2 | 12 | 91
COc1cccc(CC(=O)N2CCCC(CCC(=O)N3CCN(c4ccccn4)CC3)C2)c1 (configuration not stated) | 2 | 97 | -0.3 | -0.6 | 9 | -5 | 0.88 | 2 | 9 | 96
Cc1ccc(NC(=O)CN2CCC(NC(=O)C3CCCCC3)CC2)c(Br)c1 | 14 | 88 | -0.2 | 0.5 | 10 | -10 | 1.2 | -1 | 15 | 90
COc1ccc(-c2cn3cccnc3n2)cc1F | -13 | 112 | -0.3 | -0.4 | 16 | 6 | 1.9 | -4 | 14 | 88
CCOC(=O)c1sc(NC(=O)c2ccc(S(=O)(=O)N3CCCCC3)cc2)nc1-c1ccccc1 | 15 | 86 | 0.2 | -0.2 | 4 | -10 | 0.75 | 1 | 11 | 98
CCOCCCNc1ccc(-c2ccccc2)nn1 | -44 | 140* | 0.0 | 2.2 | 3 | 5 | 2.5 | -2 | 71 | 100
O=C(Nc1ccc(Cl)cc1C(=O)N1CCCC1)c1cccc([N+](=O)[O-])c1 | -2 | 101 | -0.1 | 0.2 | 12 | -1 | 1.4 | -4 | 12 | 100
Cc1ccc(CNC(=O)C2CCN(S(=O)(=O)c3c(C)noc3C)CC2)cc1 | 5 | 98 | -0.5 | 0.0 | 3 | -8 | 1.1 | -3 | -14 | 98
COc1ccc(-c2nsc(SCC(=O)NCc3ccc4c(c3)OCO4)n2)cc1 | -6 | 105 | -0.4 | 1.2 | -14 | -2 | 1.1 | -3 | -13 | 108
COc1cccc(-c2nn(C)c3sc(C(=O)N4CCN(c5ccccc5)CC4)cc23)c1 | 2 | 99 | -0.2 | 0.6 | 4 | 14 | 1.1 | -6 | -2 | 103
COc1cc(OC)cc(C(=O)NCCCN2CCN(CCCNC(=O)c3cc(OC)cc(OC)c3)CC2)c1 | 2 | 99 | -0.4 | 0.1 | -13 | -8 | 0.91 | 2 | 8 | 108
CC(C)N(Cc1cc2ccccc2[nH]c1=O)C(=O)C1CCCCC1 | 1 | 99 | -0.4 | -0.1 | 4 | 5 | 0.96 | -7 | 26 | 103

Ordered by SMILES length (smallest number first): part of the list above
SMILES | STAT1 blocker | STAT1 activator | Hsp70 act | DTT redox prof | STAT3 inh | TLR4-MyD88 BLA | NF-kB neuron act | Efa HMGR inh | APP 5'UTR act | STAT3 activator
CCOCCCNc1ccc(-c2ccccc2)nn1 | -44 | 140* | 0.0 | 2.2 | 3 | 5 | 2.5 | -2 | 71 | 100
Cc1ccc(CNC(=O)C2CCN(S(=O)(=O)c3c(C)noc3C)CC2)cc1 | 5 | 98 | -0.5 | 0.0 | 3 | -8 | 1.1 | -3 | -14 | 98
COc1cccc(-c2nn(C)c3sc(C(=O)N4CCN(c5ccccc5)CC4)cc23)c1 | 2 | 99 | -0.2 | 0.6 | 4 | 14 | 1.1 | -6 | -2 | 103
COc1ccc(CN(C(=O)Cc2c[nH]c3ccccc23)C(C(=O)NC2CCCCC2)c2ccc(C)o2)cc1 (configuration not stated) | -7 | 105 | -0.1 | -0.8 | -12 | 8 | 0.39 | -4 | 11 | 121

(listing goes on)
SMILES | STAT1 blocker | STAT1 activator | Hsp70 act | DTT redox prof | STAT3 inh | TLR4-MyD88 BLA | NF-kB neuron act | Efa HMGR inh | APP 5'UTR act | STAT3 activator
CCCN1CCC(NC(=S)Nc2ccc(C(=O)OCC)cc2)CC1 | -3 | 103 | -0.3 | 0.6 | 6 | -6 | 1 | -4 | 3 | 94
O=C(CCCC(=O)OCC(Cl)=C(Cl)Cl)Nc1cccc2ccccc12 | -9 | 108 | -0.3 | 0.1 | 4 | -3 | 1.1 | -1 | -12 | 99
COc1cccc2sc(NNC(=O)C3COc4ccccc4O3)nc12 (configuration not stated) | 3 | 96 | 0.1 | -2.5 | 11 | -6 | 1.2 | 2 | 2 | 92
C/C(N)=C(/C#N)C(=O)CSc1nncn1-c1ccccc1 | -3 | 103 | -0.2 | 0.5 | 2 | 1 | 1.1 | 2 | -4 | 104
COc1ccc(CCNc2cc(N3CCN(C(=O)c4ccc(C)cc4)CC3)ccc2[N+](=O)[O-])cc1OC | 8 | 95 | -0.3 | -0.2 | 8 | 10 | 1.5 | -1 | 7 | 92
C(#CCN1CCCC1)CC(c1ccccc1)c1ccccc1 | -2 | 100 | 0.4 | -0.2 | 8 | -2 | 1.3 | 0 | 15 | 99
COC(=O)c1ccc(C(=O)N2CCCC(CNC(=O)c3ccccc3Cl)C2)cc1 (configuration not stated) | -12 | 110 | -0.3 | 0.1 | -8 | 5 | 1.5 | -4 | 24 | 111
COc1ccc(CCNC(=O)c2ccc(-c3ccc([N+](=O)[O-])cc3)o2)cc1OC | -5 | 105 | -0.5 | 0.9 | 3 | -12 | 0.94 | -4 | 3 | 93
